M1 ag parental: counter-screen for M1 agonists: effect in parental CHO-K1 cells. Fluo-8 calcium fluorescence; scaled to maximal ATP response, vehicle zero. activation, % at 3 µM. 0.48% of 360,000 active; in the data active = activation above about 15%;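 also: untransfected CHO-K1 host cells lacking M1 receptor as counterscreen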
CHO-K1 Ca antag: counter-screen for M1 antagonists: effect in parental CHO-K1 cells; ATP-induced calcium, Fluo-8 fluorescence; inhibition, % at 3 µM; 0.6% of 360,000 active; AID 602250;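 active = inhibition above a per-plate cutoff, the plate's mean sample inhibition plus 3 SD, cut at about 24% in these data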;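 also: 0% = DMSO plus EC80 ATP and 100% = DMSO alone without ATP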
CHRM1 agonist: human M1 muscarinic receptor agonists, primary screen, Fluo-8 calcium fluorescence, CHO-K1 cells, HTS; CHO-K1 hM1, agonist mode; 0% DMSO, 100% acetylcholine EC100; activation, % at 3 µM; 0.33% of 360,000 active; AID 588814, 2011;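 active = activation above the run's mean compound activation plus 3 SD, cut at about 16% in these data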;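 also: peak over basal fluorescence ratio within a 140 s kinetic read after compound addition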
Target sequence (P11229 whole entry, looked up): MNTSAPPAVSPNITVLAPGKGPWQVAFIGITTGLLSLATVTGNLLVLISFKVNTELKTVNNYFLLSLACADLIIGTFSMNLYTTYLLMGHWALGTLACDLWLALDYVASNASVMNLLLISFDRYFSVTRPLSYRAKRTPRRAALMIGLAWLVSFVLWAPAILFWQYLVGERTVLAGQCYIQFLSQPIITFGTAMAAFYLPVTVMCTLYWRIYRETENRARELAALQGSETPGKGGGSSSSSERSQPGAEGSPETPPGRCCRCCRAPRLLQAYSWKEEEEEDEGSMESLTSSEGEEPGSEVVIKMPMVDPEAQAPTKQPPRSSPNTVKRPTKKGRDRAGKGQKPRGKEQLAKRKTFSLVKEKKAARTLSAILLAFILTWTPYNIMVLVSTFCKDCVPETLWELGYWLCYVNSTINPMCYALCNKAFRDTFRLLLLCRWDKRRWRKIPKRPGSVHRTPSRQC
TAAR1 antag: human TAAR1 antagonists, primary screen, Fluo-8 calcium fluorescence, CHO RD-HGA16 cells | 1.5% of 360,000 active | Trace amine-associated receptor 1 (Homo sapiens), Q96RJ0 | AID 624466, 2012 | antagonist | inhibition, % at 3 µM;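 active = inhibition above a per-plate cutoff, the mean inhibition of test compounds on that plate plus 3 SD, cut at about 49% in these data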;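 also: 0% = DMSO plus EC80 beta-PEA response and 100% = DMSO alone without agonist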
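Test system: CHO RD-HGA16 cells bearing hTAAR1 | Reagent: β-PEA, EC80 | Compound dosing: 3 µM, single point | Schedule: Dye loading 75 min at 37 °C, then 30 min room temperature | Signal: Calcium fluorescence with Fluo-8 | Evaluation: Percent inhibition of PEA-evoked calcium signal, max/basal emission ratio | Control set: DMSO-only wells and EC80 β-PEA-stimulated wells | Repeats: Singlicate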
OXTR potentiator: human OXTR potentiators, primary screen, fluorescence, CHO-OTR cells, Fluo-8 calcium. activation, % at 3 µM. Fluo-8 calcium fluorescence, potentiator mode; 0% = oxytocin EC15, 100% = EC100. 0.061% of 320,000 active. AID 2445, 2010;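 active = activation above that plate's cutoff, the mean activation of tested compounds plus 3 SD, cut at about 6.6% in these data, passing the limit was not always enough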;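 also: 100% uses oxytocin at 75 nM as the full agonist control; some results filed as inactive read as strong as hits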
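Dosing: Single dose, 3.0 µM nominal final compound concentration | Material: Human OTR in CHO cells | Technique: Kinetic Fluo-8 calcium fluorescence | Benchmarks: EC15 oxytocin alone as 0%, 75 nM oxytocin as 100% | Probe or stimulus: Oxytocin at about EC15, sub-maximal agonist stimulus | Incubation: Compound 6 min at room temperature before oxytocin, 100 s read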
TAAR1 ag: human TAAR1 agonists, primary screen, Fluo-8 calcium fluorescence, CHO RD-HGA16 cells. vehicle wells 0%, saturating PEA agonist 100%. activation, % at 3 µM. 0.99% of 360,000 active. AID 624467, 2012;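 active = activation above the mean activation of all test compounds in the run plus 3 SD, cut at about 38% in these data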
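Assay system – CHO-derived RD-HGA16 cells with stable Gα16 and human TAAR1 · Compound dosing – one-point dosing at 3 µM (nominal) · Incubation – 17-24 h seeding, 75 min 37 °C dye, 30 min RT · Measured by – kinetic Fluo-8 calcium fluorescence · Control set – DMSO vehicle as 0%, PEA at EC100 as 100% · Repeats – single well for each compound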
CHO parental Ca: ATP-evoked calcium signal inhibitors, parental CHO, primary screen, counter-screen for OX1R antagonist project, cell-based, fluorescence, Fluo-8 calcium dye | inhibition, % at 5.6 µM | AID 463079, 2010 | parental CHO-K1, ATP-induced calcium, Fluo-8 fluorescence | 0.63% of 330,000 active;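 active = inhibition above that plate's mean sample inhibition plus 3 SD, cut at about 26% in these data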;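 also: 0% = ATP-challenged DMSO wells and 100% = DMSO wells without ATP; some compounds past the cut are filed as inactive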
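Measured by: calcium-sensitive Fluo-8 fluorescence / Test system: CHO parental line / Controls: ATP-challenged DMSO wells low, unchallenged DMSO wells high / Measure: % inhibition / Compound: single nominal dose of 5.6 µM per compound / Replicates: single well per compound, no replicates / Reagent: ATP as calcium-mobilizing challenge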
CHO-K1 Ca PAM: nonselective calcium activators in parental CHO-K1 cells, primary screen, counter-screen for M1 PAM project, cell-based, Fluo-8 calcium fluorescence, full deck, 1536-well. ATP EC20; 0% at ATP EC20, 100% at ATP max. activation, % at 3 µM. 0.02% of 360,000 active;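 active = activation above the run cutoff, the mean activation of all test compounds plus 3 SD, cut at about 40% in these data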;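 also: peak over basal fluorescence ratio in a 140 s read after ATP addition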
V1R ag counter: agonists of human V1a receptor, primary screen, counter-screen for OXTR agonist project, fluorescence, CHO-V1R cells. Fluo-8 calcium fluorescence, agonist mode; 0% DMSO, 100% 3 nM vasopressin. activation, % at 3 µM. 0.25% of 320,000 active. AID 2797, 2010;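 active = activation above the mean activation of all tested compounds plus 3 SD, per screening run, cut at about 20% in these data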;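 also: signal is peak over basal fluorescence ratio across a 100 second FLIPR read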
Target sequence (P37288 whole entry, looked up): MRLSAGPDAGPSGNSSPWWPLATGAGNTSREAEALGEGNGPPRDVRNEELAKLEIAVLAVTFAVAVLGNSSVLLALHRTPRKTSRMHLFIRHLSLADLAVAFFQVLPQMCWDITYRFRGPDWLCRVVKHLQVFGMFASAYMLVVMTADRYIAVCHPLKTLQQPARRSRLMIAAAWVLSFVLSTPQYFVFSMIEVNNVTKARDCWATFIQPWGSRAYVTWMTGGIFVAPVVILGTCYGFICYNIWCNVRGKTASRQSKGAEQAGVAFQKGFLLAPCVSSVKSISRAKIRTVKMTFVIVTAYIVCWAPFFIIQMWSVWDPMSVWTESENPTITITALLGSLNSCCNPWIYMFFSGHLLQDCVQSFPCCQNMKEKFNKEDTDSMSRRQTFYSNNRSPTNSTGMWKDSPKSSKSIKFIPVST
An asterisk follows results filed as active; . = no result given.

SMILES	M1 ag parental	CHO-K1 Ca antag	CHRM1 agonist	TAAR1 antag	OXTR potentiator	TAAR1 ag	CHO parental Ca	CHO-K1 Ca PAM	V1R ag counter
O=C(Nc1ccc(Cl)cc1)C1C2CCC3C(CCC21)C3(Cl)Cl (configuration not stated)	0.0	-5.5	-4.4	56.4*	.	3.7	.	10.2	.
COc1ccc(CN2CCNC(=O)C2CC(=O)N(C)CCc2cnn(C)c2)c(F)c1 (configuration not stated)	0.1	-9.2	-2.7	-6.7	1.1	1.2	-4.3	0.7	-0.2
COc1cc(CNn2cn[nH]c2=S)ccc1OCC(=O)NC(C)(C)C	0.3	-7.7	-0.3	-14.3	-6.8	3.3	2.9	1.4	-0.1
C/C(=N\NC(=O)C1CC1)c1ccc(OC(F)F)cc1	0.1	-12.0	-3.3	-13.5	-0.3	-4.4	-0.9	0.5	0.2
Cc1ccc(NC(=O)C2CCN(C(=O)NC3CCCCC3)CC2)c(C)c1	0.1	-9.3	-1.5	-1.5	-15.8	0.7	9.3	17.8	-1.2
COc1cc(C)ccc1OCC(=O)OCC(=O)c1ccc[nH]1	0.1	-3.0	-3.4	-11.6	1.0	0.1	-5.1	0.7	0.0
CC(=O)N1N=C(c2ccc(NS(C)(=O)=O)cc2)CC1c1ccc2nccnc2c1 (configuration not stated)	0.2	-0.7	-3.1	-3.3	-9.3	0.9	10.5	6.3	-0.1
O=C(CCCC(=O)Nc1cccnc1)Nc1cccnc1	0.0	-10.6	-1.4	14.6	-4.5	-2.9	5.8	17.6	0.4
COC(=O)C(CCCCNC(=O)OCc1ccccc1)NC(=O)CN (configuration not stated)	-0.1	-8.5	-3.1	2.8	-6.3	0.1	-5.6	11.3	1.1
CC[n+]1c(C)n(-c2ccccc2)c2ccc(C(=O)OC)cc21	0.7	-9.6	-4.9	-36.4	3.9	1.0	-7.8	12.1	0.3

Reprinted from the part before: four compounds, followed by the next part.
SMILES	M1 ag parental	CHO-K1 Ca antag	CHRM1 agonist	TAAR1 antag	OXTR potentiator	TAAR1 ag	CHO parental Ca	CHO-K1 Ca PAM	V1R ag counter
CC(=O)N1N=C(c2ccc(NS(C)(=O)=O)cc2)CC1c1ccc2nccnc2c1 (configuration not stated)	0.2	-0.7	-3.1	-3.3	-9.3	0.9	10.5	6.3	-0.1
O=C(CCCC(=O)Nc1cccnc1)Nc1cccnc1	0.0	-10.6	-1.4	14.6	-4.5	-2.9	5.8	17.6	0.4
COC(=O)C(CCCCNC(=O)OCc1ccccc1)NC(=O)CN (configuration not stated)	-0.1	-8.5	-3.1	2.8	-6.3	0.1	-5.6	11.3	1.1
CC[n+]1c(C)n(-c2ccccc2)c2ccc(C(=O)OC)cc21	0.7	-9.6	-4.9	-36.4	3.9	1.0	-7.8	12.1	0.3
Cn1nnnc1SCC(=O)Nc1ccccc1C(=O)NCc1ccccc1	1.2	-7.3	-6.0	-14.6	-2.7	8.2	-9.4	14.6	-0.6
O=C(O)c1cccc2[nH]c(C(F)(F)F)nc12	-0.5	-6.1	-3.4	1.8	-5.1	9.6	-12.3	0.8	-0.3
CCN1CCN(CC(=O)Nc2ccc(C(C)=O)cc2)CC1	0.5	-12.3	-6.3	5.9	-13.5	-0.2	8.0	-5.3	1.7
CCOc1cccc2sc(=NC(=O)c3ccc(S(=O)(=O)N4CCOCC4)cc3)n(C)c12	0.1	-4.3	-5.0	3.2	-6.2	6.4	-5.7	9.3	1.3
C=CCNC(=O)C1=NN(c2c(F)c(F)cc(F)c2F)C(=O)CC1	0.6	-6.1	-2.8	-8.3	-4.3	3.6	-8.6	1.5	0.3
COc1ccc2c(CC(=O)N[C@@H](Cc3c[nH]c4ccccc34)C(=O)O)cc(=O)oc2c1	-0.4	-11.4	-1.9	0.9	-20.5	8.1	0.5	12.2	0.8
O=C(Cn1cncn1)N/N=C/c1ccccc1Cl	-0.4	1.5	-1.6	-30.6	-0.2	3.2	0.0	-17.8	0.2
Cc1ccc2nc(-c3ccco3)c(Cc3cccc(Cl)c3)n2c1	0.2	-17.4	-4.1	-31.8	.	-2.4	.	7.5	.
CC1(C)CC2CC(C)(CN2S(=O)(=O)c2ccc(F)cc2F)C1 (configuration not stated)	-1.6	-12.6	-6.9	-9.6	-5.3	0.0	-11.4	4.6	-1.1
COc1ccccc1C1CC(=O)Oc2ccc(C(C)(C)C)cc21 (configuration not stated)	-0.3	-21.9	-6.1	25.0	.	-1.6	-14.8	8.6	.
O=C(Cn1nc([N+](=O)[O-])nc1Br)NC1CCCCC1	1.0	-16.2	-5.2	-19.8	-6.0	1.6	3.6	15.9	0.2
COc1ccc(CC(C)CC(=O)NCCc2ccc(OC)c(OC)c2)cc1 (configuration not stated)	2.2	-11.2	-7.0	-17.0	-14.2	0.1	-5.5	14.0	0.8
CCCN(CCC)CCCNC(=O)c1cn(CC)c2ccc(S(=O)(=O)N3CCOCC3)cc2c1=O	0.6	-5.5	-5.7	-12.4	-5.0	2.7	-9.2	-4.8	0.5
Clc1cccc(CSc2ccc(-c3ccco3)nn2)c1	0.2	-12.4	-1.3	-16.0	1.4	-2.1	-19.9	0.7	-0.4
CC1CCCCC1Nc1nc2ccc(Cl)cc2n2cnnc12 (configuration not stated)	3.1	-9.2	-3.2	-18.6	-3.7	-3.4	-34.5	13.5	-0.8
COc1ccc(/C=N/NC(=O)c2nc(-c3ccccc3)cc(-c3ccccc3)n2)cc1OC	3.5	4.0	-0.7	50.6*	-4.5	20.7	-16.4	12.3	-0.1
COc1ccc2c(c1)c1nc3ccccc3nc1n2CCCN1C(=O)c2ccccc2C1=O	0.2	0.2	-2.6	-18.2	4.3	7.3	-6.6	8.9	1.6
C[C@H]1CN([C@@H](C)CO)C(=O)Cc2cc(NC(=O)CCN3CCOCC3)ccc2O[C@@H]1CN(C)Cc1ccc(Oc2ccccc2)cc1	0.4	-4.5	-11.4	9.8	-6.2	0.3	-26.7	15.1	0.0
CCS(=O)(=O)Nc1cc2c3c(c1)CCC(=O)N3CCC2	1.0	-11.9	1.1	-28.6	1.6	1.7	-14.7	3.5	1.6
O=C(C[n+]1ccccc1)Nc1ccccc1	1.0	-6.4	-6.3	-14.7	-9.2	1.4	-0.5	10.8	-0.8
CCOC(=O)Cn1nc(-c2ccccc2)c2cnc3ccc(C)cc3c21	3.2	-4.9	-5.2	49.3*	-2.4	3.9	-7.0	18.1	-0.5
Cc1onc(-c2ccc(Cl)cc2)c1-c1ccnc(SCC(=O)Nc2cc(Cl)cc(Cl)c2)n1	0.2	-7.3	-3.0	27.9	-1.6	0.0	-2.0	11.4	1.9
COCOCCn1cc(CN2CCS(=O)(=O)N(Cc3ccc(-c4ccc(C)cc4)cc3)C(C(C)C)C2=O)nn1 (configuration not stated)	0.5	-14.2	-1.5	-8.0	.	1.9	.	14.1	.
Cc1noc(C)c1C(=O)Nc1nc(-c2ccc(F)c(F)c2)cs1	2.1	-18.0	-4.7	8.5	-5.4	5.1	-18.5	12.5	0.5
O=C(O)c1ccc(-n2cc(-c3cc4ccccc4oc3=O)[nH]c2=S)cc1	1.0	-21.1	-2.9	0.5	.	0.8	.	22.6	.
Cc1nc2ccccc2n1CCC(=O)Nc1cccc(F)c1	3.8	-15.4	-0.7	8.0	-17.9	8.8	-4.5	19.3	5.7
CCN(CC)CCNC(=O)Cn1c(C)cc2ccccc2c1=O	0.3	-7.1	-0.9	-12.0	-4.6	5.7	-6.7	6.2	0.1
O=C(CNC(=O)c1cccc(F)c1)N/N=C/c1cccc([N+](=O)[O-])c1	3.5	-9.2	-2.2	0.4	4.4	-1.1	-9.5	20.5	1.1
COc1ccc(CC(=O)OCC(=O)NC2CCCC(C)C2C)cc1 (configuration not stated)	-0.3	-3.4	-0.7	7.6	1.8	-1.4	-8.5	-13.2	-0.3
Cc1noc(-c2ccccc2OC(=O)c2ccccc2)n1	-0.5	-1.5	-3.2	-11.6	-3.2	3.6	-11.8	7.0	-1.3

Some values from the list.
Cc1noc(-c2ccccc2OC(=O)c2ccccc2)n1 @ V1R ag counter: -1.3
CCN(CC)CCNC(=O)Cn1c(C)cc2ccccc2c1=O @ OXTR potentiator: -4.6
COCOCCn1cc(CN2CCS(=O)(=O)N(Cc3ccc(-c4ccc(C)cc4)cc3)C(C(C)C)C2=O)nn1 (configuration not stated) @ CHRM1 agonist: -1.5

Next part:
SMILES	M1 ag parental	CHO-K1 Ca antag	CHRM1 agonist	TAAR1 antag	OXTR potentiator	TAAR1 ag	CHO parental Ca	CHO-K1 Ca PAM	V1R ag counter
O=C(Nc1ccc(N2CCCCC2)c(Cl)c1)c1cccnc1	0.2	9.0	-5.5	5.6	-13.0	13.4	-7.0	-6.2	1.1
CC(C)OCP(=O)(c1ccccc1)c1ccccc1	-0.9	7.3	-2.1	-8.7	3.7	6.0	9.3	9.4	0.2
O=C(c1ccc(CNS(=O)(=O)c2cccc(Cl)c2)cc1)N1CCCCC1	2.4	-15.1	1.3	11.2	-6.4	4.8	4.1	-3.6	10.8
CC(=O)Nc1ccc(OCC(O)CN2CCN(c3cccc(Cl)c3)CC2)cc1 (configuration not stated)	2.9	-13.6	-4.9	3.4	-6.9	5.7	-7.6	20.3	3.1
COc1ccc(C(=O)Nc2ccc(S(=O)(=O)N3CCOCC3)cc2)cc1	2.0	5.0	-2.0	-4.5	-4.7	1.5	-7.2	-8.1	0.9
COc1ccc(-c2cc(C)no2)cc1S(=O)(=O)Nc1ccccc1	3.2	-0.9	0.7	-3.3	-9.1	2.6	-12.0	8.4	7.1
CCCCN1CCNC[C@@H]1Cc1ccccc1	0.8	-10.1	-5.2	-9.7	-0.9	5.7	-11.9	13.0	1.1
CC(=O)c1ccc(OCc2nnn(CC(=O)NS(=O)(=O)Cc3ccccc3)c2-c2ccccc2)cc1	1.5	-10.6	-1.2	-21.9	.	1.8	.	12.4	.
Cc1ccc(N2CC(C(=O)Nc3cccnc3)CC2=O)cc1 (configuration not stated)	0.3	10.9	-7.0	7.2	-0.2	6.8	-6.5	-9.1	1.0
O=C1c2ccccc2C(=O)C1c1ccc(O)cc1	1.4	0.3	-2.5	-7.5	-1.9	0.9	1.9	-0.3	1.9
